Bioassay records as filed in PubChem.
Glioma ERSR ind: induces the endoplasmic reticulum stress response in human glioma cells; AID 602332; U87-MG GRP78 promoter luciferase reporter, 16 h; 0.02% of 420,000 active; Potency, µM, for the others: top-dose activation, most hits filed as activators; also: potency is read from the fitted curve at half-maximal effect; series mostly up to about 76 µM; % of control where 0% means no effect; nearly all actives have a fitted effect of over 35% in size
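ERSR induction read as luciferase luminescence (Bright-Glo, 10 min at room temperature) in stably transfected human U87-MG glioma cells exposed to compounds for 16 h, using GRP78 as sensor.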
RXFP1 antagonist: blocks the human relaxin receptor RXFP1; HEK293-RXFP1, relaxin-stimulated cAMP HTRF, 30 min; stronger effect = lower value; activity change, negative = inhibition, % at 57.5 µM; AID 1259400; 0.59% of 350,000 active; Q9HBX9;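 active = activity change of -60% or lower, but not beyond a set lower limit; inconclusive = change between -60% and -40%, or beyond the set limit; inactive = change above -40%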; also: % is scaled to controls: 0 for no effect and ±100 for the full control effect
Target sequence (Q9HBX9 whole entry, looked up): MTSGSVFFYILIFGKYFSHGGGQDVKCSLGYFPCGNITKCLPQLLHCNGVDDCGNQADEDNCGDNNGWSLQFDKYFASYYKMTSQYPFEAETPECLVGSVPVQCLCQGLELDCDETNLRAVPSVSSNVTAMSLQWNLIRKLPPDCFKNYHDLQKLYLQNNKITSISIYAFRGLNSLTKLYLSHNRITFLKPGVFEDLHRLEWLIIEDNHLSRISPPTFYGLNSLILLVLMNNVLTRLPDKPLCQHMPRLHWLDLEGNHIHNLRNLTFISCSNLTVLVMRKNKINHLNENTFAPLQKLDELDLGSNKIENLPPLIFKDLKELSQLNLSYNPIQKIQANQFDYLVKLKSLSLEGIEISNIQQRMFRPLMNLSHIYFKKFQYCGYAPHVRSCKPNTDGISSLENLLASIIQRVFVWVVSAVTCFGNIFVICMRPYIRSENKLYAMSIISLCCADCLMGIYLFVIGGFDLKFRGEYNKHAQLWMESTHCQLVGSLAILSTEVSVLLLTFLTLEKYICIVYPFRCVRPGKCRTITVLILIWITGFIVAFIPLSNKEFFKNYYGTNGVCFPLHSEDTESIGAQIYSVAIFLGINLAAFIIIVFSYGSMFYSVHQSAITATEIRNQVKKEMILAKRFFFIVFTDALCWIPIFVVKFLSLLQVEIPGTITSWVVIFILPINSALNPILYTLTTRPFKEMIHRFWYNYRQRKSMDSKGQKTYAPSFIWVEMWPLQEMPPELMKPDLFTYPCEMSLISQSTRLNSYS
Vif-A3G inh: Vif-A3G binding inhibition | HeLa A3G-eYFP + Vif (tagged APOBEC3G with the HIV-1 protein that degrades it), YFP fluorescence, overnight | AID 602310 | Q9HC16 | 0.076% of 410,000 active | Potency, µM (highest dose often 46.1 µM), inactives show at the top dose activity, negative = active, most hits filed as inhibitors;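 also: potency is read from the fitted curve at half-maximal effect; % is scaled to controls: 0 for no effect and ±100 for the full control effect; nearly all actives have a fitted effect of over 60% in size; hits raise eYFP signal because A3G escapes Vif-driven loss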
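HeLa cells stably expressing Vif and C-terminally eYFP-tagged A3G, seeded overnight at 37 deg C, then exposed to compound by pintool overnight at 37 deg C. Rise in yellow fluorescence (Ex 488/Em 500-530, Acumen) marks blocked Vif-driven A3G degradation.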
Active calls of the source: *; u = inconclusive; x = no result given. Unless noted, calls follow the shape of the dose curve; as a rule, active = well fitted curve in the direction sought with a large enough effect; inconclusive = small, poorly fitted or top-dose-only effect, or another doubt; inactive = no such curve, though single readings can be large; an effect the other way counts as inactive or inconclusive.

cpd | canonical_smiles | Glioma ERSR ind | RXFP1 antagonist | Vif-A3G inh
1 | NC(Cc1ccc(C(F)(F)F)cc1)c1csc(NC(=O)Nc2ccccc2Cc2ccccc2)n1 (stereo unspecified) | -13.7% | x | 2.7%
2 | Cc1ccc2[nH]c(=O)c(CN(Cc3ccco3)Cc3nnnn3Cc3ccco3)cc2c1 | -3.1% | x | -0.7%
3 | COc1cccc(-c2csc(Nc3ccc(Oc4ccccc4)cc3)n2)c1 | 5.9% | x | -1.0%
4 | Cc1csc(-c2cc(C(=O)NCc3cc(C(F)(F)F)cc(C(F)(F)F)c3)n[nH]2)c1 | -6.7% | x | -2.6%
5 | CC(=O)Nc1ccc(CNc2nc3cc(-c4cccc(C(F)(F)F)c4)sc3c(=O)n2C)cc1 | -0.9% | x | -4.8%
6 | CC(C)c1ccc(NC(=O)N2CCc3nc(NCc4cccc(Oc5ccccc5)c4)ncc3C2)cc1 | -1.3% | x | -23.0%
7 | O=C(Nc1ccccc1)c1cc(C2CCCCN2S(=O)(=O)Cc2cccc(C(F)(F)F)c2)on1 (stereo unspecified) | 1.7% | x | 1.0%
8 | CC(=O)c1ccc(OCc2nnn(CC(=O)NS(=O)(=O)Cc3ccccc3)c2-c2ccccc2)cc1 | -1.7% | x | -3.5%
9 | CC(C)(C)C(=O)Nc1nnc([C@H]2C[C@H](O)[C@@H](CO)O2)s1 | 0.4% | x | -1.1%
10 | CCc1cccc2c(C(O)c3c[nH]c4ccccc34)c[nH]c12 (stereo unspecified) | -0.6% | x | u
11 | CCc1nc2ccc(C(=O)N3CCN(C)CC3)cn2c1N(C)CCCc1ccccc1 | u | x | -3.3%
12 | COc1cc(C(O)c2nc(-c3cccs3)cs2)ccc1F (stereo unspecified) | -4.2% | x | -2.3%
13 | C=C(NNC(C)=O)c1ccc(O)cc1 | -3.2% | x | 2.4%
14 | COc1ccc(NC(=O)c2sc(=O)n(Cc3ccc(F)c(Cl)c3)c2C)cc1OC | 1.1% | x | -4.5%
15 | CC1Cn2c(Cc3ccccc3)nnc2S1 (stereo unspecified) | -1.5% | x | -2.3%
16 | CCOC(=O)C1=CCN(S(=O)(=O)c2ccc(C)cc2)C1c1cccc(C)c1 (stereo unspecified) | -0.7% | x | -3.0%
17 | COc1ccc(C(NC(=O)C2CCN(CCOc3ccc(Cl)cc3)CC2)c2cccs2)cc1 (stereo unspecified) | 2.6% | x | -14.4%
18 | Cc1cccc(C)c1-n1nnnc1C(c1cc2ccccc2o1)N1CCN(C/C=C/c2ccccc2)CC1 (stereo unspecified) | -2.9% | x | -0.8%
19 | COc1cc(-c2cc(NC=O)c3ncc(-c4cccc(C(=O)N(C)C)c4)n3c2)cc(OC)c1OC | -1.5% | x | u
20 | CS(=O)(=O)c1ccc(Nc2nc(C(N)c3ccccc3Cl)cs2)cc1 (stereo unspecified) | -2.2% | x | -2.2%
21 | NS(=O)(=O)c1ccc(N=Nc2nc3[nH]cnc(=S)c3[nH]2)cc1 | 7.0% | x | u
22 | Nc1ccc(/C=C/c2ccnc3ccccc23)c([N+](=O)[O-])c1 | -1.9% | x | u
23 | CC(C)N(C)c1ncnc2c1ncn2[C@H]1CN(Cc2ccccc2)C[C@@H](CO)O1 | 1.2% | x | -0.8%
24 | COCO[C@H]([C@@H](C)C=C(Br)Br)[C@@H](C)COCc1ccc(OC)cc1 | -6.3% | x | -1.0%
25 | CC1(C(=O)NS(=O)(=O)C2CC2)CCN(C(=O)COc2ccc(Cl)cc2Cl)C1 (stereo unspecified) | -2.7% | x | -0.4%
26 | CN(c1ccc(/C=C/c2ccccc2)cc1)P1(=O)NCCCO1 (stereo unspecified) | 1.9% | x | 0.6%
27 | CC(OC(=O)c1ccc(S(C)(=O)=O)c([N+](=O)[O-])c1)C(=O)NC1C2CC3CC(C2)CC1C3 (stereo unspecified) | -12.6% | x | -18.4%
28 | O=C(C[N+]12CCCc3cccc(c31)CCC2)c1ccc(Cl)c2ccccc12 | 1.5% | x | -0.2%
29 | C=C(Br)COC(c1ccco1)[C@H](Cc1ccccc1)NC(=O)OC(C)(C)C (stereo partly specified) | -0.9% | x | -5.1%
30 | O=c1[nH]c(=S)[nH]c2c1C(c1ccc(F)cc1)OC(CCOCc1ccccc1)C2 (stereo unspecified) | -5.3% | x | -1.7%
31 | COc1ccc(C(O)c2ncc(-c3cccc(C(F)(F)F)c3)[nH]2)cc1 (stereo unspecified) | -2.9% | x | -22.4%
32 | Fc1ccc(-c2nc3c4ccccc4ccn3c2CC2CCCCC2)cc1 | 1.2% | x | -12.6%
33 | CCc1nc2ccc(C(=O)NCCCn3ccnc3)cn2c1N(C)C(=O)C1CCCCC1 | -2.5% | x | -5.2%
34 | O=C(NCCc1cccs1)Nc1nnc([C@H]2C[C@H](O)[C@@H](CO)O2)s1 | -1.5% | x | 5.3%
35 | Cc1ccc(Cc2c(-c3ccco3)nc3c4ccccc4ccn23)cc1 | -2.6% | x | -26.7%
36 | CCOc1ccc(CCN2C(=S)N([C@@H](Cc3ccc(O)cc3)CN3CCC[C@@H]3CN3C(=S)NC[C@@H]3Cc3ccccc3)C[C@@H]2CC(C)C)cc1 | -1.1% | x | 0.4%
37 | CC1(C)CC(=O)C2=C(C1)NC(Nc1nc3ccccc3o1)=NC2c1cccc(O)c1 (stereo unspecified) | -3.9% | x | -14.7%
38 | COc1ccc(NC(=O)c2cc(-c3ccc(F)cc3OC)n[nH]2)c(OC)c1 | -0.5% | x | -6.5%
39 | CC(=O)N1CCc2cc(NC(=O)C3(C)CCN3CCc3ccccc3)ccc21 (stereo unspecified) | -2.0% | x | -11.6%
40 | CCn1nccc1NC(=O)c1ccc2sc([C@@H]3O[C@H](CO)[C@H](O)[C@H](O)[C@H]3O)nc2c1 | -3.8% | x | -4.2%
41 | CC1(C(=O)NS(=O)(=O)c2ccc(Cl)cc2)CCN1C(=O)Cc1ccccc1Cl (stereo unspecified) | -3.3% | x | 0.7%
42 | C[C@]1(Cn2ccnn2)[C@H](C(=O)O)N2C(=O)C[C@H]2S1(=O)=O | x | -5.3 | x
43 | CC(=C(CCOC(=O)C(C)C)SSC(CCOC(=O)C(C)C)=C(C)N(C=O)Cc1cnc(C)nc1N)N(C=O)Cc1cnc(C)nc1N | x | -9.8 | x
44 | COc1cc(S(N)(=O)=O)cc(C(=O)O)c1OC | x | -7.2 | x
45 | Cc1ccc(-n2[nH]c(C)c(N=Nc3cccc(-c4cccc(C(=O)O)c4)c3O)c2=O)cc1C | x | u | x
46 | Cc1cccc(N(C)C(=S)Oc2ccc3c(c2)C2CCC3C2)c1 (stereo unspecified) | x | u | x
47 | CC(C)Cc1ccc(C(C)C(=O)OCc2ccccn2)cc1 (stereo unspecified) | x | -31.8 | x
48 | CC(C)(C)C1CCC(CC2=C(O)c3ccccc3C(=O)C2=O)CC1 (stereo unspecified) | x | -13.3 | x
49 | CCC(=O)Oc1ccc2c(c1)CC[C@@H]1[C@@H]2CC[C@@]2(C)[C@H]1C[C@@H](OC(=O)CC)[C@@H]2OC(=O)CC | x | -20.5 | x
50 | CCCC(=O)O[C@]1(C(=O)CC)CC[C@H]2[C@@H]3CCC4=CC(=O)CC[C@]4(C)[C@H]3[C@@H](O)C[C@@]21C | x | 3.4 | x

Next part.
cpd | canonical_smiles | Glioma ERSR ind | RXFP1 antagonist | Vif-A3G inh
51 | C[C@H](NC(CCc1ccccc1)C(=O)O)C(=O)N1CCC[C@H]1C(=O)O (stereo partly specified) | x | 15.4 | x
52 | CCCCC[C@H](O)C=C[C@H]1[C@H](O)CC(=O)[C@H]1CC=CCCCC(=O)O | x | 3.3 | x
53 | COC(=O)/C=C\C(=O)OC | x | -7.4 | x
54 | COc1ccc2c(c1)c(CC(=O)OC/C=C(\C)CC/C=C(\C)CCC=C(C)C)c(C)n2C(=O)c1ccc(Cl)cc1 | x | 9.4 | x
55 | OC1(c2ccccc2)CCNCC1 | x | -11.9 | x
56 | COc1ccc(-c2nc3ccc(C4=NNC(=O)CC4C)cc3[nH]2)cc1 (stereo unspecified) | x | -4.0 | x
57 | Cc1ccc(C(C)OC(=O)C2(C)CCC(C(=O)O)C2(C)C)cc1 (stereo unspecified) | x | -6.5 | x
58 | COC(=O)[C@H]1[C@H]2C[C@@H]3c4[nH]c5cc(OC)ccc5c4CCN3C[C@H]2C[C@@H](OC(=O)/C=C/c2ccc(O)c(OC)c2)[C@@H]1OC | x | -15.7 | x
59 | CC1(C)[C@@H](OC(=O)CCC(=O)O)CC[C@]2(C)[C@H]3C(=O)C=C4[C@@H]5C[C@@](C)(C(=O)O)CC[C@]5(C)CC[C@@]4(C)[C@]3(C)CC[C@@H]12 | x | -37.5 | x
60 | CNC(=O)c1c(I)c(NC(=O)CCCCC(=O)Nc2c(I)c(C(=O)O)c(I)c(C(=O)NC)c2I)c(I)c(C(=O)O)c1I | x | 14.6 | x
61 | CN(C)[C@@H]1C(=O)C(C(=O)NCN2CCCC2)=C(O)[C@@]2(O)C(=O)C3=C(O)c4c(O)cccc4[C@@](C)(O)C3C[C@@H]12 (stereo partly specified) | x | 12.0 | x
62 | OC[C@H]1O[C@@H](n2cnc3c(=S)nc[nH]c32)[C@H](O)[C@@H]1O | x | 8.4 | x
63 | Cc1onc(-c2c(Cl)cccc2Cl)c1C(=O)Cl | x | -2.8 | x
64 | c1ccc2c(c1)CCc1ccccc1N2 | x | -17.3 | x
65 | COc1ccc(OC(=O)N(CC(=O)O)Cc2ccc(OCCc3nc(-c4ccccc4)oc3C)cc2)cc1 | x | 6.8 | x
66 | CNC(=O)c1c(I)c(NC(C)=O)c(I)c(C(=O)O)c1I | x | 6.3 | x
67 | CCC(C(=O)O)c1ccc(N2Cc3ccccc3C2=O)cc1 (stereo unspecified) | x | -13.2 | x
68 | O=C(O)c1ccccc1NCCc1ccccc1 | x | -30.0 | x
69 | C#C[C@]1(O)CC[C@H]2[C@@H]3[C@H](C)CC4=C(CCC(=O)C4)[C@H]3CC[C@@]21C | x | 7.2 | x
70 | CN[C@@H]1[C@@H](O)[C@@H](O[C@@H]2[C@H](O)[C@H](O[C@H]3OC(CN)=CC[C@H]3N)[C@@H](N)C[C@H]2N)OCC1(C)O (stereo partly specified) | x | -9.1 | x
71 | Nc1cc(C(F)(F)F)ccc1S | x | -7.8 | x
72 | C[C@@H]1CC[C@@]2(OC1)O[C@H]1C[C@H]3[C@@H]4CC[C@H]5C[C@@H](O)CC[C@]5(C)[C@H]4CC(=O)[C@]3(C)[C@H]1[C@@H]2C | x | -7.8 | x

7 compounds picked at random from the list so far, as already listed:
cpd | canonical_smiles | Glioma ERSR ind | RXFP1 antagonist | Vif-A3G inh
55 | OC1(c2ccccc2)CCNCC1 | x | -11.9 | x
62 | OC[C@H]1O[C@@H](n2cnc3c(=S)nc[nH]c32)[C@H](O)[C@@H]1O | x | 8.4 | x
63 | Cc1onc(-c2c(Cl)cccc2Cl)c1C(=O)Cl | x | -2.8 | x
71 | Nc1cc(C(F)(F)F)ccc1S | x | -7.8 | x
58 | COC(=O)[C@H]1[C@H]2C[C@@H]3c4[nH]c5cc(OC)ccc5c4CCN3C[C@H]2C[C@@H](OC(=O)/C=C/c2ccc(O)c(OC)c2)[C@@H]1OC | x | -15.7 | x
70 | CN[C@@H]1[C@@H](O)[C@@H](O[C@@H]2[C@H](O)[C@H](O[C@H]3OC(CN)=CC[C@H]3N)[C@@H](N)C[C@H]2N)OCC1(C)O (stereo partly specified) | x | -9.1 | x
65 | COc1ccc(OC(=O)N(CC(=O)O)Cc2ccc(OCCc3nc(-c4ccccc4)oc3C)cc2)cc1 | x | 6.8 | x

Ordered by SMILES length (high to low): part of the list above
cpd | canonical_smiles | Glioma ERSR ind | RXFP1 antagonist | Vif-A3G inh
23 | CC(C)N(C)c1ncnc2c1ncn2[C@H]1CN(Cc2ccccc2)C[C@@H](CO)O1 | 1.2% | x | -0.8%
41 | CC1(C(=O)NS(=O)(=O)c2ccc(Cl)cc2)CCN1C(=O)Cc1ccccc1Cl (stereo unspecified) | -3.3% | x | 0.7%
46 | Cc1cccc(N(C)C(=S)Oc2ccc3c(c2)C2CCC3C2)c1 (stereo unspecified) | x | u | x
47 | CC(C)Cc1ccc(C(C)C(=O)OCc2ccccn2)cc1 (stereo unspecified) | x | -31.8 | x

A portion of the library, so the mix of outcomes need not match the whole.
